S1P3 antag: antagonists of human S1P3 receptor; Q99500; CHO S1P3 NFAT-BLA reporter, FRET fluorescence, antagonist mode; inhibition, % at 4.98 µM; actives 0.27% (n = 170,000); AID 485;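 active = inhibition above the plate cutoff, the mean inhibition of test wells on that plate plus 3 SD, cut at about 28% in these data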;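 note: cells challenged with S1P at its EC80 of 0.8 µM; blue over green emission ratio from cleaved BLA substrate after 4 h stimulation; 0% = S1P-stimulated wells and 100% = unstimulated DMSO-only wells; some compounds past the cut are filed as inactive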
Target sequence (Q99500 whole entry, looked up): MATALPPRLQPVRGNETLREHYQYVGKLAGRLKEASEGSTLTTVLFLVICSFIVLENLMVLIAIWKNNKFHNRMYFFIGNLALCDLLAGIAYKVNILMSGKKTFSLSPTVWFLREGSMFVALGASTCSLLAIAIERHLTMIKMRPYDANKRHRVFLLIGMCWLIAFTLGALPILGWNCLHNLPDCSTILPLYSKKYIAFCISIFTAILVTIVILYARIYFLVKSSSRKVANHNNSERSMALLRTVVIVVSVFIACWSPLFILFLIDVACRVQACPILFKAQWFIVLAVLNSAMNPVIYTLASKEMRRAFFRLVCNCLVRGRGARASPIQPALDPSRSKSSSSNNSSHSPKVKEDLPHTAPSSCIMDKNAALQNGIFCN
* hit, by the source's call. Some of the compounds tested, so the mix of outcomes need not match the whole.

SMILES	S1P3 antag
Cc1ccccc1CSc1nnc(-c2cnccn2)n1C	3
c1ccc(Cn2c3ccccc3c3nnc(SCCN4CCCCC4)nc32)cc1	0
COc1ccc(C(=O)C[n+]2ccc3ccccc3c2C)cc1	-16
O=C(COc1cccnc1[N+](=O)[O-])Nc1ccc2c(c1)CCC2	-8
CN1CCCC(OC(=O)c2cccc(Cl)c2)C1 (stereo not drawn)	-15
CN(C)S(=O)(=O)c1cccc(NC(=O)NCCCl)c1	-3
Cc1ccc(-n2c(=O)c3c4c(sc3n3c(=S)[nH]nc23)CCC4)cc1	-2
CC1CCCCC1NC(=S)NC(=O)c1cccs1 (stereo not drawn)	-4
C=CCOc1ccnc(-c2ccccc2)n1	-3
O=S(=O)(Cc1ccc(Cl)cc1)NCc1cccnc1	-2
O=S(=O)(NCCCN1CCOCC1)c1ccc(Cl)s1	-9
COc1ccc(-c2cn3c(C)c(C(=O)NC(C)(C)C)sc3n2)cc1	-5
O=C(NCCCN1CCOCC1)C(=O)N/N=C/c1ccccc1O	21
Cc1ccccc1NC(=O)c1cn2c(nc3ccccc32)c(C#N)c1C	-8
CNC(=S)SCCOc1ccccc1	3
C/C(=N/NC(=O)CNC(=O)CCc1ccccc1)c1ccc(Cl)cc1	-9
N#CCCCCN1CCCC1	-11
Cc1cccn2c(CNCCSc3nccn3C)c(C(=O)N3CCCCC3)nc12	9
O=S(=O)(c1ccc(Cl)cc1)N1CCCN(c2ccc(C(F)(F)F)cn2)CC1	1
C=CCN=C1S/C(=C\c2ccc(Cl)cc2)C(=O)N1CC=C	-6
NS(=O)(=O)c1cccc(NC(=O)CSc2nnc(-c3ccccc3F)n2C2CC2)c1	3
C/C(=N\Nc1cccc([N+](=O)[O-])c1)c1cc(F)ccc1O	16
Cc1c(/C=N/NC(=O)c2cc(C(C)(C)C)[nH]n2)c2ccccc2n1C	10
CN1C(=S)N2CCCN2C1c1ccccc1 (stereo not drawn)	-2
CN(CC1COc2ccccc2O1)C(=S)NC1CCCCC1 (stereo not drawn)	-2

Reformatted: entries from further up
S1P3 antag	structure
-3	C=CCOc1ccnc(-c2ccccc2)n1
3	Cc1ccccc1CSc1nnc(-c2cnccn2)n1C
-2	O=S(=O)(Cc1ccc(Cl)cc1)NCc1cccnc1
-11	N#CCCCCN1CCCC1
9	Cc1cccn2c(CNCCSc3nccn3C)c(C(=O)N3CCCCC3)nc12
-9	C/C(=N/NC(=O)CNC(=O)CCc1ccccc1)c1ccc(Cl)cc1
-6	C=CCN=C1S/C(=C\c2ccc(Cl)cc2)C(=O)N1CC=C

The main list resumes, repeating the 6 entries before the break.
SMILES	S1P3 antag
C=CCN=C1S/C(=C\c2ccc(Cl)cc2)C(=O)N1CC=C	-6
NS(=O)(=O)c1cccc(NC(=O)CSc2nnc(-c3ccccc3F)n2C2CC2)c1	3
C/C(=N\Nc1cccc([N+](=O)[O-])c1)c1cc(F)ccc1O	16
Cc1c(/C=N/NC(=O)c2cc(C(C)(C)C)[nH]n2)c2ccccc2n1C	10
CN1C(=S)N2CCCN2C1c1ccccc1 (stereo not drawn)	-2
CN(CC1COc2ccccc2O1)C(=S)NC1CCCCC1 (stereo not drawn)	-2
Cn1c2ccccc2c2cnn(CC(=O)N3CCN(c4ncccn4)CC3)c(=O)c21	-2
COc1cc2c(cc1OC)C(C)N(C(=O)c1nccnc1C(=O)O)CC2 (stereo not drawn)	-10
CN(C)S(=O)(=O)c1cccc(NC(=O)COC(=O)CNC(=O)c2ccccc2F)c1	-2
O=C(NCc1ccccc1)Nc1cc(Cl)ccc1Cl	1
Cc1[nH]nc(Nc2ccc(Br)cc2)c1[N+](=O)[O-]	-13
C/C(=N\NC(=O)c1cccc(S(=O)(=O)N2CCOCC2)c1)c1cc2ccccc2o1	28
CN(C)c1oc(-c2ccccc2[N+](=O)[O-])nc1C#N	-6
COc1ccc(C(=O)/C=C/Nc2ccc(S(=O)(=O)Nc3nc(C)cc(C)n3)cc2)c(OC)c1	-4
Cn1cc(Br)c(C(=O)Nc2sc3c(c2C#N)CCC3)n1	0
O=C(COC(=O)c1cnccn1)c1ccc([N+](=O)[O-])cc1	4
O=C(Nc1ccc(F)cc1)C(=O)C1C(=O)Nc2ccccc21 (stereo not drawn)	3
O=C(NCc1cccnc1)c1ccccc1NS(=O)(=O)c1ccc(F)cc1F	-1
CCOc1ccc(C(=O)NCC(=O)OCC(=O)Nc2cccc(S(=O)(=O)N3CCCC3)c2)cc1	-7
COc1cc(OC)cc(C(=O)O/N=C(\N)c2ccccn2)c1	-6
Cc1c(C(=O)O)sc(S(=O)(=O)N2CCNCC2)c1C(=O)O	-22
COc1ccc(CN(CCC(c2ccco2)C(C)C)C(C)=O)cc1OC (stereo not drawn)	10
O=C1CCCCC/C1=N/Nc1ccc(OCc2ccccc2)cc1	14
O=C(Nc1cccc(Cl)c1)N1CCN(C2c3ccccc3-c3ccccc32)CC1	4
Cc1ccc(NCc2nnc(SCC(=O)NNC(=O)Cc3ccccc3)n2C)cc1	1
CC(C)NCC(=O)Nc1c2c(nc3ccccc13)CCC2	3
OCCCN=C1CCCc2c1[nH]c1ccc(Cl)cc21	-6
Cc1cc(C)c2nc3sc(C(=O)N4CCOCC4)c(N)c3cc2c1	-6
O=C(COc1cccnc1[N+](=O)[O-])c1ccc(Cl)s1	8
COc1ccc(C(=O)O/N=C(\N)Cc2ccc([N+](=O)[O-])cc2)c(OC)c1	0
CC1(C)OC(=O)C(=Cc2ccc[nH]2)C(=O)O1	-6

5 structures already listed, arranged by heavy-atom count, highest first:
SMILES	S1P3 antag
Cc1c(/C=N/NC(=O)c2cc(C(C)(C)C)[nH]n2)c2ccccc2n1C	10
O=C(COc1cccnc1[N+](=O)[O-])Nc1ccc2c(c1)CCC2	-8
COc1ccc(C(=O)C[n+]2ccc3ccccc3c2C)cc1	-16
Cc1c(C(=O)O)sc(S(=O)(=O)N2CCNCC2)c1C(=O)O	-22
O=C(NCc1ccccc1)Nc1cc(Cl)ccc1Cl	1

(continued)
SMILES	S1P3 antag
Cc1nc(C(=O)NCC(=O)c2ccccc2)c(C(F)(F)F)o1	3
Cn1c(=O)n(C)c2cc(/C=N/NC(=O)c3cc4cc(Br)ccc4o3)ccc21	-8
CCOC(=O)c1[nH]ncc1CN1CCC(Cc2cccc(OC)c2)(C(=O)OCC)CC1	8
C#CCNc1c2c(nc3ncnn13)CC(C)CC2 (stereo not drawn)	-9
COc1cccc(C2=NOC(C(=O)Nc3cc(C)on3)C2)c1OC (stereo not drawn)	18
O=C(c1ccc(Cl)cc1)N1CCCC(C(=O)N2CCc3ccccc3C2)C1 (stereo not drawn)	-1
COc1cc(Nc2ncnc(N)n2)cc(OC)c1OC	-15
CC(C)[N+]1=C2C=CC=CC=C2SC12C([N+](=O)[O-])=CC(=[N+]([O-])[O-])C=C2[N+](=O)[O-] (stereo not drawn)	-2
C/C(=N/NC(=O)CNC(=O)c1ccncc1)c1ccco1	-12
CCN1CSC(=S)N(Cc2ccc(OC)cc2)C1	5
O=C(NNC(=O)C1[C@H]2CCCC[C@@H]12)c1ccc(=O)oc1 (stereo partly drawn)	-3
N#Cc1nccnc1S(=O)(=O)c1cccs1	4
CC(=O)Nc1ccc2c(COC(=O)[C@H](C)N3C(=O)C4CCCCC4C3=O)cc(=O)oc2c1 (stereo partly drawn)	-6
COC(=O)c1sc2ncn(N)c(=O)c2c1C	12
N#CC1=C(S)N(c2ccccc2)C(c2ccc(-c3ccc(Cl)c(Cl)c3)o2)NC1=O (stereo not drawn)	-4
CCOC(=O)Cc1nnc(NC(=O)CSc2nc3ccccc3[nH]2)s1	-1
CCN(CC(=O)N(CC(C)C)c1c(N)n(CC(C)C)c(=O)[nH]c1=O)Cc1nc2ccccc2c(=O)[nH]1	19
Cc1ccc(Nc2nc(N)nc(CSc3nnc(C)s3)n2)cc1	-3
Cc1onc(-c2c(Cl)cccc2Cl)c1C(=O)NNC(=O)c1c(-c2c(Cl)cccc2Cl)noc1C	8
COc1cc(/C=N/NC(=O)NC2CCCCC2)ccc1O	-10
O=C(CCc1ccccc1)Nc1ccc(S(=O)(=O)N2CCOCC2)cc1	-14
Cc1nc(SCC(=O)O)n[nH]1	-12
Cc1ccc(-c2c(C)sc3ncn(CC(=O)N4CCOCC4)c(=O)c23)cc1C	-6
CC1CCN(C(=O)CSc2ccc3nnc(-c4cccc(F)c4)n3n2)CC1	-8
CC1CCCN(Cc2c(O)ccc3c4c(c(=O)oc23)CCCC4)C1 (stereo not drawn)	4

Next section.
SMILES	S1P3 antag
CN1C(=S)SC(/[N+]([O-])=C/c2c(F)cccc2Cl)C1(C)C (stereo not drawn)	-2
COc1cc(OC)cc(C(=O)N[C@H](C(=O)Nc2nc(-c3ccc(OC)c(OC)c3)cs2)C(C)C)c1	-7
Cc1c(/C(O)=C2/C(=O)C(=O)N(CCN3CCOCC3)C2c2ccco2)cnn1-c1ccccc1 (stereo not drawn)	-24
Nc1ccc2nn(-c3ccc(Cl)cc3)nc2c1	6
C[C@H](NC(=O)OC(C)(C)C)C(=O)N/N=C/C1=Cc2ccccc2OC1	11
CC(=O)C(Sc1nc(-c2ccco2)nc2c1c(=O)n(C)c(=O)n2C)C(=O)N(C)C (stereo not drawn)	15
Cc1ccc(NC(=O)C2CCCN2C(=O)OC(C)(C)C)cc1C (stereo not drawn)	5
Cc1ccc(Nc2ccccc2)nn1	-2
CC(=O)Nc1ccc(Nc2ncnc3ccccc23)cc1	-8
O=C(Cc1c(F)cccc1Cl)Nc1cc(S(=O)(=O)N2CCCCC2)ccc1N1CCOCC1	-3
CCOC(=O)c1c(/N=C/C2=C(O)CC(C)(C)CC2=O)sc2c1CCCC2	-18
Cc1ccc(-c2cc(C(=O)Nc3ccc(S(=O)(=O)Nc4onc(C)c4C)cc3)[nH]n2)c(O)c1	-7
COC(=O)C1=NNC2(C)C(=O)N(c3ccc(C)cc3)C(=O)C12 (stereo not drawn)	-1
Cc1nc2ccccc2c(=O)n1/N=C/c1ccc2ccccc2c1O	-10
O=C1CC(c2ccccc2F)c2c(c3ccccc3[nH]c2=O)O1 (stereo not drawn)	1
O=C(c1cc2cc3ccc(Cl)cc3nc2o1)N1CCN(Cc2ccc3c(c2)OCO3)CC1	-23
CCNC(=S)Nc1cccc(NC(=O)c2ccccc2O)c1	2
COc1ccc(/C=N/NC(=O)c2cccnc2)cc1CSc1ccccn1	3
CNC(=O)Cn1c(C)cc(=O)c2cccc(OC)c21	-1
COc1cc(/C=N\NC(=O)c2ccc(Cl)cc2)ccc1Oc1ccc([N+](=O)[O-])cn1	4
Cc1onc(-c2ccccc2)c1-c1nnc(-c2ccccc2C(F)(F)F)o1	-4
CC(C)(C)C(=O)Cn1nnc(-c2ccc(C(F)(F)F)cc2)n1	2
COc1ccc(S(=O)(=O)N2CCOCC2)cc1NC(=O)c1ccc(-n2nc(C)cc2C)cc1	10
CC(=O)Nc1ccc2cc3ccc(NC(C)=O)cc3nc2c1	-6
COc1ccc(NC(=S)N(CCC(C)C)C(C)c2ccncc2)cc1 (stereo not drawn)	-13

Other structures follow.
SMILES	S1P3 antag
N#C/C(=C\c1ccc(F)c(Cl)c1)S(=O)(=O)c1ccccn1	0
COc1ccc(C(=O)Nc2ccc(CN3CCS(=O)(=O)CC3)cc2)cc1	6
COC(=O)c1ccc(NC(=S)NC(=O)c2c(-c3ccccc3)noc2C)cc1	-9
Cc1cc(C)c(NC(=O)Cn2c([N+](=O)[O-])cnc2C)c(C)c1	-2
CCn1c(=O)c([N+](=O)[O-])c(NCC2CCCO2)c2ccccc21 (stereo not drawn)	-17
COc1ccc(S(=O)(=O)N(CC(=O)NCc2cccnc2)C2CCCCC2)cc1OC	-10
COc1ccc(/C=N/NC(=O)c2ccncc2)c(C(=O)O)c1OC	-6
COCC1=C(C(=O)OC)C(c2cccs2)n2ncnc2N1 (stereo not drawn)	-2
CC1(C)CC(=O)C(Sc2ccccc2)=C(O)C1	-1
CCN1CCN(CCc2nc3cc([N+](=O)[O-])ccc3n2C)CC1	-5
